SUMO1-SIM PPI = modulators of human SUMO1-mediated protein-protein interactions. SUMO1 binding to a labelled peptide, TR-FRET, 1 h. inhibition, % at 20 µM. actives 0.33% (n = 360,000); in the data active = inhibition above about 37%
TbMetRS inhib = blocks T. brucei methionyl-tRNA synthetase activity | actives 0.4% (n = 360,000) | purified T. brucei MetRS, ATP depletion, Kinase-Glo luminescence | inhibition, % at 11.9 µM;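 active = inhibition above a per-plate cutoff of the control wells' mean inhibition plus 3 SD, cut at about 5.5% in these data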;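 also: 0% = DMSO wells median and 100% = median of wells with control inhibitor compound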
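Test system: purified T. brucei MetRS enzyme. Also added: ATP, methionine and E. coli bulk tRNA substrates. Compound: 11.9 µM single point. Schedule: 15 min enzyme-compound preincubation, 2 h reaction, 10 min detection, 25 °C. Signal: luciferase luminescence of residual ATP, Kinase-Glo. Evaluation: percent inhibition versus plate control medians. Controls: DMSO wells, low control.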
NadD block = blocks S. aureus nicotinate mononucleotide adenylyltransferase; purified NadD enzyme, colorimetric absorbance read-out; inhibition, % at 20 µM; actives 0.78% (n = 360,000); AID 602399; in the data active = inhibition above about 26%; also: some compounds past the cut are filed as inactive
DNMT1 block = inhibitors of human DNMT1. P26358. DNMT1 molecular beacon, Hinp1I cleavage, fluorescence. inhibition (reported as % activation of signal), % at 10 µM. actives 0.83% (n = 360,000); in the data active = inhibition above about 50%
SKN-1 block = C. elegans SKN-1 inhibition; C. elegans VP596 Pgst-4::GFP/RFP ratio, acrylamide-induced, 24 h; inhibition, % at 21.8 µM; actives 0.49% (n = 360,000);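 active = interference check ratio from 0.5 to 1.5 plus GFP to RFP signal ratio inhibition reaching or exceeding a fixed threshold, cut at about 30% in these data, passing the limit was not always enough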; also: some compounds called inactive have numbers as strong as hits
Scp-1 inhibitor = Scp-1 (human) phosphatase inhibition; inhibition, % at 20 µM; actives 0.88% (n = 340,000); Recombinant Scp1, phosphopeptide, malachite green phosphate absorbance; AID 493091; Q9GZU7;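 active = inhibition above about 50% at 20 µM, limit read from the data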;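 also: plate controls were DMSO wells with enzyme for no effect and wells lacking enzyme for full effect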
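assay system = SCP-1 phosphatase catalytic domain, residues 76-261 | buffer or medium = 50 mM Tris acetate pH 5.5, 0.005% Tween-20, 10 mM MgCl2 | incubation = enzyme reaction 45 min at room temperature, colour 5 min, stabilisation 30 min | signal = Phosphate-binding colour reagent, absorbance read at 630 nm | measure = % inhibition at 20 µM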
Neddyl block = inhibitors of human cullin neddylation. TR-FRET cullin neddylation, biochemical. calls only at 25 µM. actives 0.58% (n = 360,000). AID 651699; in the data active = inhibition above about 36%
CendR NRP1 mod = modulators of CendR peptide binding to human neuropilin-1; O14786; FAM-RPARPAR peptide binding to NRP-1, fluorescence polarization; inhibition, % at 25 µM; actives 0.85% (n = 360,000); AID 602438;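 active = inhibition or corrected inhibition above about 18%, plus a signal ratio from 0.5 to 1.5, limit read from the data, passing the limit was not always enough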; also: strong numbers were not always called active
Target sequence (O14786 whole entry, looked up): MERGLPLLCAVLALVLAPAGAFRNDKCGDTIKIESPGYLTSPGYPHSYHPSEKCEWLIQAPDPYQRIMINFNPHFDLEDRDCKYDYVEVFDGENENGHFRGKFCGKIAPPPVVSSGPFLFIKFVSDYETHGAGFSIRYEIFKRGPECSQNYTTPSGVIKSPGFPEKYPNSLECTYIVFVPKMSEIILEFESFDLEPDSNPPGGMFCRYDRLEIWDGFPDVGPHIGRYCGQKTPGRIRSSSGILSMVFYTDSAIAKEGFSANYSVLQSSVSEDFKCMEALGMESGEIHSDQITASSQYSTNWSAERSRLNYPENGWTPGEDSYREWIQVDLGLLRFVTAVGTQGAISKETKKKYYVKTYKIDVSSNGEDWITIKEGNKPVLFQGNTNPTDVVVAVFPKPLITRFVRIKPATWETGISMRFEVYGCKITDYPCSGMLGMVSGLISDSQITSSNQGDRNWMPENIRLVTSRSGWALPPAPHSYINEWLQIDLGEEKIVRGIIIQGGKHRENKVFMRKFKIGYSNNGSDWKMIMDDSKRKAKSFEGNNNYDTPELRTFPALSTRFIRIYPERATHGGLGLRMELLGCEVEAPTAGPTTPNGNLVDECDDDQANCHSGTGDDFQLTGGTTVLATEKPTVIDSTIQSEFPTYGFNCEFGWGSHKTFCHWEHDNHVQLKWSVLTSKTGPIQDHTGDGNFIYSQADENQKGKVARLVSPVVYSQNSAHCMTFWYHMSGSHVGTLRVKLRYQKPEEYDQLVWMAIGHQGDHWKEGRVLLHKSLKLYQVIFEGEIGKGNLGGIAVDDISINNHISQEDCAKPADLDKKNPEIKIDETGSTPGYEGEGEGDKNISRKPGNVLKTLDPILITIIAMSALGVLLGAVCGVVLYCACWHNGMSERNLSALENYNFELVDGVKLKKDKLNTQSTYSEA
LMPTP inh = blocks human LMPTP phosphatase; inhibition, % at 20 µM; recombinant LMPTP-A, OMFP fluorogenic substrate, fluorescence intensity; AID 651560; actives 0.22% (n = 360,000); P24666;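 active = compounds that cut the enzyme signal by at least half of the control window in the single-dose screen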;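 also: plate controls were DMSO wells with enzyme plus substrate for no effect and substrate without enzyme for full effect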
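material = LMPTP-A | quantity = 0.625 nM enzyme | reagent = OMFP substrate, 400 µM final | buffer or medium = Bis-Tris pH 6.0, DTT, detergent | detection = endpoint fluorescence intensity from OMFP dephosphorylation | dosing = single 20 µM dose | read-out basis = % inhibition relative to no-enzyme and uninhibited control wells | control set = no-enzyme and uninhibited controls | timing = 50 min at room temperature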
STEP block = inhibitors of human striatal-enriched phosphatase STEP; recombinant STEP, OMFP fluorogenic substrate, fluorescence; inhibition, % at 20 µM; actives 0.25% (n = 360,000); P54829;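 active = inhibition at 20 µM, scaled per plate between control wells, above about 37%, limit read from the data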;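 also: 0% = DMSO with enzyme and substrate and 100% = substrate only without enzyme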
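Assay system: isolated STEP enzyme / Timing: 20 min at room temperature, dark / Doses: 20 µM, 1% DMSO / Technique: fluorescence intensity, excitation 480 nm, emission 540 nm / Reagent: fluorogenic phosphatase substrate OMFP at 25 µM final / Measure: percent inhibition scaled to no-enzyme and uninhibited-enzyme controls, plate-pattern corrected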
Starred values were filed as active, the others as inactive; i = inactive; x = not tested or not shown; + = active, no number. This is a subset. The share of hits here may be higher or lower than overall.

nr	SMILES	SUMO1-SIM PPI	TbMetRS inhib	NadD block	DNMT1 block	SKN-1 block	Scp-1 inhibitor	Neddyl block	CendR NRP1 mod	LMPTP inh	STEP block
1	NP(=O)(Oc1ccc(Cl)cc1)Oc1ccc(Cl)cc1	-2.4	0.6	-5.2	7.8	7.3	-8.0	i	3.5	-0.4	3.4
2	O=C(C1c2ccccc2C(=O)N2CCc3ccccc3C12)N1CCC2(CC1)OCCO2 (configuration not stated)	-0.5	0.1	-1.4	-0.7	-7.4	-6.5	i	1.4	-0.8	0.8
3	COC(=O)NC(=S)Nc1ccccc1NC(=S)NC(=O)OC	6.4	-0.5	-0.1	6.7	1.0	2.1	i	2.2	-2.3	4.8
4	O=C(c1ccc2c(c1)N(Cc1ccccc1)CCS2)N1CCC2(CC1)OCCO2	-2.5	-0.2	-4.2	3.4	6.1	-2.5	x	9.2	-1.4	-0.4
5	C=CCn1c(O)c(C(C)=O)c(=O)[nH]c1=O (tested in a mixture with another compound)	1.8	-0.2	-3.0	2.1	3.0	2.7	i	-16.9	0.2	1.8
6	CC1=NN(Cc2c[nH]c3ccccc23)C(C)(C)C1	-0.2	-0.2	-2.4	1.3	0.6	-8.0	i	-6.1	-0.5	-4.8
7	COc1cccc(-n2c(/C=C/c3ccc(O)c(O)c3)nc3ccccc3c2=O)c1	-1.9	-0.2	13.6	0.2	4.5	14.3	i	-90.3	12.8	2.6
8	O=C(COc1ccc2ccccc2c1)N1CCN(Cc2ccncc2)CC1	-0.3	-0.4	-2.7	0.7	1.8	-12.3	i	-8.0	-3.9	1.7
9	O=C1NCN(c2ccccc2)C12CCN(C(c1cccc3ccccc13)c1nnnn1C1CCCCC1)CC2 (configuration not stated)	1.8	-0.6	30.0*	27.9	-4.8	x	i	-0.7	4.3	2.0
10	CN(C)C(=O)Oc1ccc([N+](=O)[O-])cc1	-10.0	-0.3	3.3	-0.8	-3.3	-5.0	i	-6.4	-1.1	-3.4
11	CC(C)NS(=O)(=O)c1ccc(OCC(=O)N2CCN(Cc3ccccc3)CC2)c(Cl)c1	1.2	-1.4	-3.0	-5.8	5.3	-0.6	i	12.5	-1.1	-2.8
12	CCOP(=O)(OCC)c1cc(CC)ccc1O	-1.4	-0.7	-4.0	-1.0	3.8	-7.2	i	9.1	-0.8	-4.9
13	NC(=O)Cn1cc(C(=O)c2ccccc2)c2ccccc21	1.7	-0.9	-5.7	0.7	4.9	-5.0	i	-7.2	-2.0	2.7
14	CC1C(c2cccs2)=[N+]([O-])C(C)(C(=O)c2ccc(F)cc2)N1O (configuration not stated)	0.9	-0.8	-7.3	-4.8	9.2	13.0	i	-9.8	-0.1	-1.9
15	O=C1NCN(c2ccccc2)C12CCN(C(c1ccccc1)c1nnnn1C1CCCC1)CC2 (configuration not stated)	4.9	-0.4	6.6	-4.3	1.6	x	i	-2.6	2.1	3.3
16	COc1ccc(CC(=O)Nc2ccc3c(C(F)(F)F)cc(=O)oc3c2)cc1OC	-26.3	-0.4	2.6	-3.4	11.4	-5.5	i	8.3	1.0	0.8
17	COC(=O)C1=C(c2ccc(OC)c(OC)c2)C[C@@H]2CC[C@H]1N2C(=O)NCCNC(C)=O	2.5	-0.1	0.5	1.2	-2.8	-5.6	i	3.3	-1.3	-1.3
18	COC(=O)c1c(N)n(Cc2ccc(OC)cc2)c2nc3ccccc3nc12	31.3	2.1	3.9	69.7*	8.5	-1.8	x	-18.3	6.1	-2.4
19	COC(=O)C(O)(c1ccc(NC(=S)NC(=O)c2ccc(Cl)cc2Cl)c(C)c1)C(F)(F)F (configuration not stated)	-1.6	-0.3	-9.2	-16.6	-1.5	-10.5	i	8.7	2.9	-3.1
20	C=CCCC1(CC(C)C)C(=O)NC(=S)NC1=O	5.9	0.1	-0.3	-1.2	-9.9	-5.3	i	-5.9	-0.9	1.2
21	CN(C)C(=O)OCc1n(C)cc[n+]1C	11.4	0.1	-4.2	1.7	-1.9	-6.5	i	-5.5	-1.0	-1.7
22	O=C(Cn1ncc2c3ccccc3n(Cc3cccc(Cl)c3)c2c1=O)N1CCC2(CC1)OCCO2	2.2	-0.4	0.0	-1.2	-10.6	-15.4	i	-28.1	0.4	-0.7
23	CN(C)[C@@H]1C(=O)C(C(N)=O)=C(O)[C@@]2(O)C(=O)C3=C(O)c4c(O)ccc(Cl)c4[C@@](C)(O)C3C[C@@H]12 (some centres not stated)	13.8	-0.5	9.9	55.7*	13.3	-0.7	i	3.4	19.2	2.4
24	CN(C)c1cccc(CN2CCN(c3ccccc3)CC2)c1	5.4	0.2	-6.0	11.9	23.4	x	i	-25.8	-0.1	3.8
25	c1ccc2c(CCNC3=NCCC3)c[nH]c2c1	-2.1	0.4	1.0	1.9	0.4	-6.2	i	1.2	-2.2	-1.1
26	COc1cccc(CNCCc2c[nH]c3ccccc23)c1	1.9	0.3	-7.1	0.3	-14.4	-3.4	i	4.0	-1.0	1.3
27	CC(C)N1CC=C(c2c[nH]c3ccccc23)CC1	-10.0	0.5	-1.4	1.4	5.9	3.8	i	9.7	2.7	-0.4
28	O=C(c1ccc(C(F)(F)F)cc1)C1CCCN(Cc2ccc(CO)o2)C1 (configuration not stated)	2.7	0.5	-8.2	0.4	-12.8	11.8	i	-6.1	-1.4	2.3
29	O=C(Cn1cc(C(=O)c2ccccc2F)c2ccccc21)NCc1ccco1	3.2	-1.2	-7.7	2.5	3.9	-4.5	i	-3.4	-0.3	3.3
30	Cc1cc(/C=C2\C(=O)NC(=O)N(c3ccccc3F)C2=O)c(C)n1-c1cc(C(=O)O)cc(C(=O)O)c1	13.2	0.7	-4.5	87.2*	15.9	54.7*	i	-121.5	1.2	41.6*
31	O=[N+]([O-])c1cc(S(=O)(=O)c2ccc(O)c([N+](=O)[O-])c2)ccc1O	33.1	-0.3	1.6	41.3	-7.6	56.0*	i	-4.8	-2.8	1.8
32	CN(C)/C=C(\C=[N+](C)C)c1[nH]ncc1[N+](=O)[O-]	-6.2	-0.1	-3.5	0.7	11.9	-1.1	i	-1.9	-0.8	-0.3
33	CCOC(=O)C1=C(N)OC(C)=C(C(=O)OCCOC)C12C(=O)Nc1ccccc12 (configuration not stated)	-0.4	0.4	0.5	-3.7	3.0	-3.6	i	-2.9	-0.2	-1.3
34	CC[C@@H](CO)NC(=O)[C@@H]1C=C2c3cccc4[nH]cc(c34)C[C@H]2N(C)C1	-63.4	-0.3	16.0	-4.6	5.1	-13.9	+	74.4	7.0	-2.2
35	O=c1c2ccccc2[se]n1-c1ccccc1	-7.4	-0.9	5.8	-1.8	17.1	101.3*	i	-10.9	0.1	-2.6
36	C=CCn1c(O)c(C(C)=Nc2ccc(N(CC)CC)cc2)c(=O)[nH]c1=O	-6.8	0.3	5.5	-6.6	1.5	-8.0	i	-1.3	-1.2	2.4
37	CC12CN3CCN(CC(C3)/C1=N/NC(N)=O)C2	0.6	-0.2	-0.2	0.4	18.6	-6.6	i	-1.4	0.0	-0.7
38	COC(=O)C1=C(c2ccc(F)cc2OCc2ccccc2)C[C@@H]2CC[C@H]1N2C(=O)NCc1cccc(C(F)(F)F)c1	2.4	-0.2	-2.8	-6.5	2.8	-6.5	i	1.6	6.3	2.6
39	CC1CCC(NCC(O)c2ccccc2)CC1 (configuration not stated)	3.4	0.0	-8.5	2.8	-0.4	-9.7	i	-1.8	-1.7	1.8
40	CC(=O)C1CCC2(O)C3CCC4=CC(=O)CCC4(C)C3CCC12C (configuration not stated)	2.5	-0.2	3.6	-1.1	9.4	-7.6	i	4.1	-1.3	0.0
41	CCOP(=O)(OCC)Oc1cc(C)c(N(C)C)c(C)c1	2.2	-0.2	-1.7	-3.3	8.4	0.9	i	9.2	1.8	-0.4
42	CCc1ccccc1NC(=O)CN1CCN(C(=O)COc2ccccc2C#N)CC1	2.3	-0.5	-3.9	1.4	5.9	-9.8	i	10.6	-1.4	0.0
43	O=C1NC(=S)NC(=O)C12C(c1ccccc1)NC(=S)NC2c1ccccc1 (configuration not stated)	15.7	-0.3	-2.5	8.9	6.0	-1.7	i	-52.8	-0.9	3.6
44	CCOC(=O)[C@]12Cc3ccccc3[C@H]1N(C(C)C)C(=O)c1ccccc12	4.7	0.2	-1.4	x	6.4	x	i	-2.4	-0.5	x
45	COc1cc(C(=O)N2Cc3ccccc3-n3nncc3C2)cc(OC)c1OC	-3.3	-0.7	3.1	4.0	2.9	x	i	10.2	-2.3	2.3
46	O=C(NC1(C(F)(F)F)Oc2ccc(Cl)cc2O1)N1CCC2(CC1)OCCO2 (configuration not stated)	14.2	0.7	-1.0	8.7	2.0	-7.8	i	-0.8	-0.6	-2.5

Copied from the list:
Value for CCOC(=O)[C@]12Cc3ccccc3[C@H]1N(C(C)C)C(=O)c1ccccc12 under NadD block: -1.4
Value for O=C1NC(=S)NC(=O)C12C(c1ccccc1)NC(=S)NC2c1ccccc1 (configuration not stated) under STEP block: 3.6
Value for COc1cc(C(=O)N2Cc3ccccc3-n3nncc3C2)cc(OC)c1OC under CendR NRP1 mod: 10.2

High-throughput results from PubChem.
